Screening data (PubChem BioAssay)
HTRA1 inhibitor – HTRA1 serine protease inhibitors, primary screen, biochemical, fluorescence polarization, HTS | Q92743 | recombinant HTRA1, FP-rhodamine activity-based probe | inhibition, % at 5.96 µM | actives 0.5% (n = 340,000) | AID 504803, 2011; in the data active = inhibition above about 36%;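 note: 0% = enzyme with DMSO and 100% = wells lacking enzyme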
TCR CD3 inh – inhibitors of human TCR-CD3 interaction, primary screen, biochemical, fluorescence, TAMRA-labeled TCR probe; inhibition, % at 9.4 µM; actives 0.37% (n = 360,000); AID 651800, 2012; in the data active = inhibition above about 19%;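 note: recombinant mutant TCR 2C K166C tagged with TAMRA read by polarization; 0% = receptor in buffer alone and 100% = receptor with positive control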
UHRF1 binding – UHRF1 methylated DNA binding inhibitors, primary screen, counter-screen for MBD2 inhibitor project, biochemical, TR-FRET, human UHRF1, single concentration. actives 0.75% (n = 370,000). UHRF1 binding to methylated oligo. inhibition, % at 4.4 µM. E3 ubiquitin-protein ligase UHRF1 (Homo sapiens), Q96T88; in the data active = inhibition above about 21%;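 note: UHRF1 SRA domain binding a hemimethylated CpG hairpin DNA probe; 0% = median of test compound wells and 100% = reference inhibitor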
SIAE inh – human SIAE inhibitors, primary screen, biochemical, fluorescence polarization, FP-Rh probe, 1536-well HTS; Sialate O-acetylesterase (Homo sapiens), Q9HAT2; SIAE FP-Rh probe binding; inhibition, % at 9.66 µM; actives 0.69% (n = 370,000); AID 1053197, 2014;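 active = inhibition above a cutoff: mean of compounds within the control limits plus 3 SD of those, cut at about 17% in these data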;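 note: 0% = plate median of compound wells and 100% = probe without SIAE protein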
NPR1 activator – GC-A stimulated cGMP production enhancers – HEK293 GC-A cells, cGMP TR-FRET, EC30 ANP, primary screen; activation, % at 10 µM; AID 1671463, 2021; 0% at EC30 ANP, 100% saturating ANP; actives 0.14% (n = 370,000); Atrial natriuretic peptide receptor 1 (Homo sapiens), P16066; in the data active = activation above about 40%
Target sequence (P16066 whole entry, looked up): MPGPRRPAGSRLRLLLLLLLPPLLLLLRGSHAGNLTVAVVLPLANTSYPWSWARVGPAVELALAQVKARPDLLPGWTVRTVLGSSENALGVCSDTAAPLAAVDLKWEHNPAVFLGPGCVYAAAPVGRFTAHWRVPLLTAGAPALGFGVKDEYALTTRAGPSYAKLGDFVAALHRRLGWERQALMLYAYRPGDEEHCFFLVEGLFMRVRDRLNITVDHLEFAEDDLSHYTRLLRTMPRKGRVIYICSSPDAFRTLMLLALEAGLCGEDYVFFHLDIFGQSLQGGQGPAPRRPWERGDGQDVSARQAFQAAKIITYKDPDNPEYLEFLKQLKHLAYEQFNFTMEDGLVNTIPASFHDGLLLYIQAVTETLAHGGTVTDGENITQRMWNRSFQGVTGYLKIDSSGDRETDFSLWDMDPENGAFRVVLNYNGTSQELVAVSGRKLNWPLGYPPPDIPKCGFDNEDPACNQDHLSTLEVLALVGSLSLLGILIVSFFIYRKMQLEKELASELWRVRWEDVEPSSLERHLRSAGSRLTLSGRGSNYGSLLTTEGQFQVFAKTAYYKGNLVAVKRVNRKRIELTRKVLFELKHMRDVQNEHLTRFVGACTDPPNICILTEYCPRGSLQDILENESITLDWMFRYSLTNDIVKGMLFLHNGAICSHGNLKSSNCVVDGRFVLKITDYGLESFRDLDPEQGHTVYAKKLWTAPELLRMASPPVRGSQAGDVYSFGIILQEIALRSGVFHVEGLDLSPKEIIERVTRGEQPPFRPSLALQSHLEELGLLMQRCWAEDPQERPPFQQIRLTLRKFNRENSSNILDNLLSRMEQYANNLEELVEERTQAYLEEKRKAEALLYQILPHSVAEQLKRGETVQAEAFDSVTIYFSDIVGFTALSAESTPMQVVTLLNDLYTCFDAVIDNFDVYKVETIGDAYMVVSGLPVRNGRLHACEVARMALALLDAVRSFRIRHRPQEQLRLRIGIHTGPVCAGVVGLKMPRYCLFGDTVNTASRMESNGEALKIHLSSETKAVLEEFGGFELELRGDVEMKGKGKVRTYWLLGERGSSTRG
MBD2 inh – inhibitors of MBD2 binding to methylated DNA, primary screen, biochemical, TR-FRET, DNA-binding domain, human; Methyl-CpG-binding domain protein 2 (Homo sapiens), Q9UBB5; MBD2 binding to methylated oligonucleotide; inhibition, % at 4.4 µM; actives 0.31% (n = 370,000); in the data active = inhibition above about 13%
rCAG binder – binders of r(CAG) RNA repeats, primary screen, biochemical, fluorescence; r(CAG) RNA repeat, TO-PRO-1 dye displacement fluorescence; inhibition, % at 3 µM; actives 1.3% (n = 370,000); AID 651821, 2012;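 active = inhibition above the plate cutoff, the mean of all test compounds on that plate plus 3 SD, cut at about 35% in these data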;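 note: 0% = DMSO alone and 100% = 100 µM mitoxantrone as full dye displacement; higher means more dye released from RNA so lower well fluorescence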
mABHD4 FP – ABHD4 inhibitors, primary screen, biochemical, fluorescence polarization, mouse. (Lyso)-N-acylphosphatidylethanolamine lipase (Mus musculus), Q8VD66. purified mABHD4, FP-Rh probe fluorescence polarization. inhibition, % at 8.92 µM. actives 0.54% (n = 370,000). AID 720543, 2013;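 active = inhibition exceeding the mean over every tested compound plus 3 SD, cut at about 30% in these data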;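 note: 0% = plate median of compound wells and 100% = S159A mutant with DMSO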
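System: mouse ABHD4 enzyme, wild type / Medium: HEPES pH 7.0, NaCl, Pluronic buffer / Reagent: FP-Rh activity-based fluorescent probe / Control set: S159A mutant high control, sample median low control / Detection: fluorescence polarization with parallel and perpendicular emission, 525/598 nm / Schedule: 45 min + 60 min at 25 °C / Compound dosing: 8.92 µM, single dose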
PRMT1 inh – PRMT1 methyltransferase inhibitors, primary screen, biochemical, fluorescence polarization | recombinant PRMT1, activity-based probe fluorescence polarization | inhibition, % at 2.79 µM | actives 1.3% (n = 370,000) | AID 652257, 2013;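 active = inhibition above about 21% made by adding two undisclosed values, limit read from the data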
NPR2 activator – human GC-B receptor activators, primary screen, HEK293 GC-B cells, cGMP TR-FRET, EC30 CNP; actives 0.11% (n = 370,000); activation, % at 10 µM; 0% at EC30 CNP, 100% saturating CNP; Atrial natriuretic peptide receptor 2 (Homo sapiens), P20594; AID 1920062, 2024;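 active = activation at 10 µM reaching about 35% in either raw or pattern-adjusted values, limit read from the data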
Numbers without * were called inactive; . = no result given. Only part of the results is shown (hit frequency here may not be typical).

The line under a structure holds: TCR CD3 inh, HTRA1 inhibitor, PRMT1 inh, NPR1 activator, UHRF1 binding, NPR2 activator, mABHD4 FP, MBD2 inh, rCAG binder, SIAE inh
- NC(=O)[C@@H]1CC2(CC(c3cccc(NC(=O)CC(c4ccccc4)c4ccccc4)c3)=NO2)CN1C(=O)c1ccc(Cl)cc1 (some centres undefined)
    35*, -109, -1, 0, 18, 1, -76, 11, 23, -69
- CC(C)Cn1c2c(c(O)c(C(=O)Nc3ccc(F)cc3)c1=O)CCCC2
    2, -4, -2, 3, -4, -14, 2, -4, 0, 6
- CN(CC(=O)Nc1ccc(Cl)cc1)CC(=O)Nc1cccc2ccccc12
    2, -10, 2, -2, 4, -6, -14, 0, 2, -2
- Cc1c(C(=O)NCc2ccc(C(C)C)cc2)sc(=O)n1Cc1ccc(S(=O)(=O)N(C)C)cc1
    -6, ., 1, 1, 1, -1, -10, -2, 7, -5
- O=C(c1ccccc1)c1ccc2cc(O)ccc2c1
    3, -17, 1, 3, -1, -3, -19, -1, 9, 6
- COc1ccc(CCC(C)NCc2ccccc2OC)cc1 (centres undefined)
    -1, 4, -2, -26, -2, -17, -6, -4, 7, 3
- CCN(CC)CCCn1c2c(c(SCC(=O)Nc3nc4ccccc4s3)nc1=O)CCC2
    -7, 3, 3, 9, 1, -8, 5, 1, 1, 4
- O=C1C(=O)N(CCN2CCOCC2)C(c2ccc(Cl)c(Cl)c2)/C1=C(/O)c1ccc2c(c1)OCO2 (centres undefined)
    6, 4, -1, -1, -3, -9, -2, 3, 17, 2
- Oc1ccc(/C(Cc2ccccn2)=N\Nc2ccccc2)c(O)c1
    10, 13, 4, 5, -1, 0, 11, 0, 14, 9
- CC(C)(C)c1ccc(-c2nnc3sc(COc4ccccc4)nn23)cc1
    ., ., 1, -3, -1, -1, -1, -7, 0, 4
- CSCCC(NC(=O)/C(=C/c1ccc(F)cc1)NC(C)=O)C(=O)O (centres undefined)
    7, 0, 0, 7, -2, 4, -1, -3, -1, -5
- O=C(COC(=O)c1nc(Cl)ccc1Cl)Nc1ccc2c(c1)OCO2
    10, -4, -2, -3, 5, -5, -4, 5, 8, -8
- Cn1ccc2c(-c3ccc(CO)cc3)cc3c(c21)C1CCC3C1 (centres undefined)
    -1, ., 0, -7, -4, -8, 13, 0, 6, 3
- COc1ccc(NCc2nnc(SCC(=O)Nc3ccccc3)n2C)cc1
    1, -2, -1, -2, -1, -8, -3, 1, 0, 3
- CC(C)(O)c1[nH]c2ccc(C(F)(F)F)cc2c1C(C)(C)O
    -2, -18, 1, 4, -1, -1, -13, 2, 5, -10
- CSC(=NC#N)N1CCN(c2ccc(Cl)cc2)CC1
    12, -6, -1, -9, 0, -7, 1, 4, -4, -5
- Cc1ccc(NC(=S)N2CCN(S(=O)(=O)c3ccc(F)cc3)CC2)cc1
    0, 3, 2, 2, 1, 4, 9, 0, -1, 6
- CCN1C[C@@H]2[C@@H]3C(=O)N(C)C(=O)[C@@H]3[C@](C)(C1=O)N2C(=O)c1ccc(Cl)c(Cl)c1
    0, 2, 2, 1, 0, 2, 3, 5, -5, 3
- COc1ccc(C(=O)NCC(=O)N/N=C(\C)c2ccco2)cc1OC
    -3, -4, -6, 5, -2, -1, -1, -6, -1, 0
- COc1ccc(C2CC(c3ccc(Cl)c(Cl)c3)Nc3nc(N)nn32)cc1 (centres undefined)
    6, -4, -3, -1, -2, -4, 6, -8, 6, 6

5 records drawn at random from the list so far:
The line under a structure holds: TCR CD3 inh, HTRA1 inhibitor, PRMT1 inh, NPR1 activator, UHRF1 binding, NPR2 activator, mABHD4 FP, MBD2 inh, rCAG binder, SIAE inh
- CC(C)Cn1c2c(c(O)c(C(=O)Nc3ccc(F)cc3)c1=O)CCCC2
    2, -4, -2, 3, -4, -14, 2, -4, 0, 6
- CC(C)(O)c1[nH]c2ccc(C(F)(F)F)cc2c1C(C)(C)O
    -2, -18, 1, 4, -1, -1, -13, 2, 5, -10
- COc1ccc(CCC(C)NCc2ccccc2OC)cc1 (centres undefined)
    -1, 4, -2, -26, -2, -17, -6, -4, 7, 3
- NC(=O)[C@@H]1CC2(CC(c3cccc(NC(=O)CC(c4ccccc4)c4ccccc4)c3)=NO2)CN1C(=O)c1ccc(Cl)cc1 (some centres undefined)
    35*, -109, -1, 0, 18, 1, -76, 11, 23, -69
- O=C(c1ccccc1)c1ccc2cc(O)ccc2c1
    3, -17, 1, 3, -1, -3, -19, -1, 9, 6

More structures.
The line under a structure holds: TCR CD3 inh, HTRA1 inhibitor, PRMT1 inh, NPR1 activator, UHRF1 binding, NPR2 activator, mABHD4 FP, MBD2 inh, rCAG binder, SIAE inh
- O=C(CSc1ccc2nnc(-c3ccc(F)cc3)n2n1)NCc1ccco1
    3, 3, 16, -4, 4, -5, 3, -1, 6, -3
- CCCCNC(=S)NCc1ccc2[nH]c3c(c2c1)CCCC3
    3, -4, -2, 0, -3, 0, -7, -1, 4, 11
- O=C(CCc1ccccc1)N1N=C(c2ccncc2)CC1(O)C(F)(F)F (centres undefined)
    3, -5, -2, 3, 1, -4, -1, 3, -2, 2
- COc1ccc(Cn2nnnc2CN(CCCN2CCOCC2)Cc2cc3cc(OC)ccc3[nH]c2=O)cc1
    0, 4, 1, -5, 0, -2, -4, 2, -6, -8
- CCOC(=O)C(NC(=O)c1ccccc1)(OCc1ccc(F)cc1)C(F)(F)F (centres undefined)
    0, -11, -1, -2, 0, 7, 0, -1, -4, 0
- CCC1Oc2ccc(C)cc2N(CC(=O)NCCN2CCCCCC2)C1=O (centres undefined)
    2, 8, -3, 0, 0, -7, 2, 1, 0, 7
- CCOC(=O)c1[nH]c(C)c(C(=O)N2CCN(c3ccc(OC)cc3)CC2)c1C
    -1, -4, -4, 1, -2, 1, -2, 2, -4, 2
- COc1ccc(CCC(=O)Nc2c(-c3ccc(N(C)C)cc3)[nH][nH]c2=O)cc1
    -2, ., 6, 1, 17, -10, 18, 12, 15, 8
- CCN1C(=S)N[C@@H](c2cccc(F)c2)C(C(=O)OC)=C1C
    9, 0, -3, 36, 6, 45*, 6, -3, -5, 8
- O=C(O)c1ccc(Nc2nc3ccccc3nc2NS(=O)(=O)c2ccc(F)cc2)cc1
    4, 0, -3, 3, -2, 3, 6, -1, 41*, -4
- CCn1c(CCc2nc3ccccc3[nH]2)n[nH]c1=S
    8, 3, -3, 1, -2, -1, 4, -2, 1, -2
- COc1ccc(-n2nc3c(c2NC(=O)CCl)CSC3)cc1
    2, -8, 7, 2, -4, 4, -7, -6, 13, 6
- CCOC(=O)[C@]12CCCC3=C1N(CCC3)C(=O)[C@@H](CC(=O)NCc1ccc(OC)c(OC)c1)C2
    ., ., -3, 5, 3, 8, -5, 3, -1, -3
- COc1ccc(S(N)(=O)=O)cc1C(=O)NCCCN1CCN(c2cccc(Cl)c2)CC1
    -4, 1, 2, 1, 7, 7, 3, 5, 2, 1
- O=C(O)c1ccccc1C(=O)NC1CCCc2ccccc21 (centres undefined)
    -2, 8, -4, 3, 1, 1, 2, 3, -2, 3
- O=C(N1CCCCC1)C12CC3CC(CC(C3)C1)C2
    -9, 4, 3, 0, 2, 5, -7, 2, -2, -1
- O=C(NNC(=O)c1ccc(NC(=O)c2ccccc2)cc1)c1ccccc1
    8, ., -2, -1, -1, 3, -2, 1, -2, -6
- Cc1ccc(-c2ccc(=O)n(CC(=O)NCCCN3CCCCC3C)n2)cc1 (centres undefined)
    1, 0, 0, 4, 1, 4, 2, 2, -2, 1
- Cc1c(Cc2ccc3c(c2)OCO3)sc(NC(=O)C(C)(C)C)c1C#N
    2, -3, -2, 5, -1, 13, -6, 2, 2, 1
- COc1cc(C(C(=O)NC2CCCCC2)N(CCN2CCOCC2)C(=O)C2COc3ccccc3O2)cc(OC)c1OC (centres undefined)
    -2, -2, -7, -2, -1, -1, 6, -3, -6, 3
- O=C(Nc1ccc(NC(=O)c2ccc(Cl)cc2Cl)cc1)c1cccs1
    13, -2, -7, 1, -2, -1, -3, -1, -9, -2
- CSc1nsc2nc(=O)c(/C=C3\C(C)=Nc4ccc(C)cc43)c(N)n12
    -7, -42, 5, -3, -3, -2, -32, 3, 66*, -16
- CCO/C=C/C(O)(CNC(=O)c1ccc(C(C)(C)C)cc1)C(F)(F)F (centres undefined)
    -5, -5, 0, 2, 1, 6, -12, -1, -9, 60*

Structures listed so far that contain a CF3 group:
The line under a structure holds: TCR CD3 inh, HTRA1 inhibitor, PRMT1 inh, NPR1 activator, UHRF1 binding, NPR2 activator, mABHD4 FP, MBD2 inh, rCAG binder, SIAE inh
- CC(C)(O)c1[nH]c2ccc(C(F)(F)F)cc2c1C(C)(C)O
    -2, -18, 1, 4, -1, -1, -13, 2, 5, -10
- O=C(CCc1ccccc1)N1N=C(c2ccncc2)CC1(O)C(F)(F)F (centres undefined)
    3, -5, -2, 3, 1, -4, -1, 3, -2, 2
- CCOC(=O)C(NC(=O)c1ccccc1)(OCc1ccc(F)cc1)C(F)(F)F (centres undefined)
    0, -11, -1, -2, 0, 7, 0, -1, -4, 0
- CCO/C=C/C(O)(CNC(=O)c1ccc(C(C)(C)C)cc1)C(F)(F)F (centres undefined)
    -5, -5, 0, 2, 1, 6, -12, -1, -9, 60*
